TSHR antag – human thyrotropin receptor antagonism; P16473; TSHR-expressing cells, TSH-stimulated cAMP HTRF, 2 h; active compounds read low; activity change, negative = inhibition, % at 11.5 µM; actives 0.2% (n = 330,000); AID 504810;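 active means activity change below a set negative limit, meaning inhibition stronger than a set level, cut at about -70% in these data; inconclusive means activity change between two set negative limits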; further: on the % scale 0 is the no-effect control and ±100 the full control effect
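TSHR-expressing cells, 200/well, pre-treated with compound, then stimulated with EC80 TSH (4nM final) for 2 hours at 37 deg C. cAMP measured by competitive HTRF: anti-cAMP cryptate antibody in lysis buffer plus cAMP-d2, read after 30 minutes at room temperature.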
CXXC DNA block – inhibitors of human MLL CXXC domain-DNA interaction; actives 0.037% (n = 290,000); Q03164; MLL-CXXC / FITC-HOXA9 DNA fluorescence polarization; Potency, µM (series often up to 115 µM), without a hit: at the highest dose activity change, negative = inhibition, hits mostly inhibitors; active means well fitted inhibition curve with a large enough effect in the polarisation, with a control signal flat, not every such curve was filed as active; inconclusive means small, poorly fitted or top-dose-only effect, or effect the other way, or a change in a side signal; inactive means no such curve, though single readings can be large or run the other way; the % refers to the polarisation; further: potency means the concentration at half of the fitted maximal effect
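Steps: dispense CXXC domain solution (7 uM) → pin compounds or unlabeled HOX-A9 DNA control → 5 min ambient → add FLSN-HOX-A9 solution (50 nM) → spin → 30 min ambient → fluorescence polarization. Tris pH 7.5/NaCl/DTT/BSA buffer.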
GALK inh – blocks human galactokinase activity. Purified GALK, Kinase-Glo residual ATP luminescence. Potency, µM (series often up to 57.5 µM), without a hit: at the highest dose activity change, negative = inhibition, actives largely listed as inhibitors. actives 0.007% (n = 270,000). AID 1868; further: potency means the concentration at half of the fitted maximal effect; on the % scale 0 is the no-effect control and ±100 the full control effect
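5 nM enzyme, 35 uM ATP, 100 uM galactose, 20 mM HEPES pH8.0, 5 mM MgCl2; 1 h RT; residual ATP by Kinase-Glo Plus luminescence, qHTS format.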
TCR act – activates T cell receptor signaling; primary human leukocytes, anti-CD3, IL-2 HTRF, 48 h; Potency, µM (titrated, usually from 9.22 µM), for the others: at the highest dose activation of IL-2 secretion, hits mostly activators; 330,000 tested, under 10 active; AID 504894; further: % of control where 0% means no effect
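48 hr co-incubation of compounds, a-CD3 beads and primary human leukocytes; IL-2 quantified homogeneously by HTRF with anti-IL-2 K and d2 conjugates.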
AT treatment – potential ataxia-telangiectasia treatments restoring KAP-1 phosphorylation; […] A-T fibroblasts, KAP-1 phosphorylation AlphaLISA; neocarzinostatin DNA damage 30 min before lysis; Potency, µM (doses to about 57.5 µM), for the others: at the top dose activation, hits mostly activators; actives 0.19% (n = 320,000); further: potency means the concentration at half of the fitted maximal effect; % of control where 0% means no effect; nearly all actives have a fitted effect of over 45% in size
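ATM-like activity read as KAP-1 phosphorylation via AlphaLISA donor/acceptor antibody pairs after lysis and 6 hr at 25C. Cells were ATM-null patient fibroblasts ([…], hTERT), dosed 60 min, then exposed to the DSB inducer NCS for 30 min.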
hERG WT inh – blocks the wildtype human KCNH2 potassium channel; activity change, % at 1.84 µM; actives 0.37% (n = 340,000); Q12809; U2OS, BacMam KCNH2, thallium flux FluxOr; active compounds read low;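 active means maximum activity change below -70%; inconclusive means maximum activity change between -70% and -50%; inactive means maximum activity change above -50%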; further: on the % scale 0 is the no-effect control and ±100 the full control effect
Target sequence (Q12809 whole entry, looked up): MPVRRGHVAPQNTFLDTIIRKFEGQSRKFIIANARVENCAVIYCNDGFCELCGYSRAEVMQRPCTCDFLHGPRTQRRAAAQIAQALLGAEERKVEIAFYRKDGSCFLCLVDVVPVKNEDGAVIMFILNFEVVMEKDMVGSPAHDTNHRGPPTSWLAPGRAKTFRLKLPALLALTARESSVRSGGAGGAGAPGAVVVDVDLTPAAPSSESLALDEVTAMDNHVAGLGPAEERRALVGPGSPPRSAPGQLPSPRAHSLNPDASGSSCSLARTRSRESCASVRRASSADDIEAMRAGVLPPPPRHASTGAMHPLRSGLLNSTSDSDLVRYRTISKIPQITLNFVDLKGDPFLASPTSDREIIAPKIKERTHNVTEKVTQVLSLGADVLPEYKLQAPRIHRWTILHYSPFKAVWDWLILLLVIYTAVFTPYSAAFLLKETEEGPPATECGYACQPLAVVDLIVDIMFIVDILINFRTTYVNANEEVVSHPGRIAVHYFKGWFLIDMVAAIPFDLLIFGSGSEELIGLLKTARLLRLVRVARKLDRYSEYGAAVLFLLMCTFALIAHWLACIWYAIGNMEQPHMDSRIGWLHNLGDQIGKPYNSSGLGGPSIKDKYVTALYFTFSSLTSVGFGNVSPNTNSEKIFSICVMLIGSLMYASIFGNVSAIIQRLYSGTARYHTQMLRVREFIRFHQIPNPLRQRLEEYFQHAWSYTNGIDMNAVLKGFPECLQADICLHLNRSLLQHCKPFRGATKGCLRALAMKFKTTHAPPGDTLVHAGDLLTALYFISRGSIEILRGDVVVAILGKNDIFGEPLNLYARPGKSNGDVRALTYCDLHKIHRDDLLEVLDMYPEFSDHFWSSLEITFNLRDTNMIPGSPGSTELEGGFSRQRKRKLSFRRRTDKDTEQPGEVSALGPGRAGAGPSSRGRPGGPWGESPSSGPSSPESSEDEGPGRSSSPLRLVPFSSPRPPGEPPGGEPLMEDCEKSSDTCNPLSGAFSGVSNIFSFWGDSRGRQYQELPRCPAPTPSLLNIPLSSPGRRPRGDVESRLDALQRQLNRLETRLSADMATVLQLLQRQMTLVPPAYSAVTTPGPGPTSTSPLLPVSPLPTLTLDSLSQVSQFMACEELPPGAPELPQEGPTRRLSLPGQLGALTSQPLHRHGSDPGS
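U2OS cells transduced with wild-type KCNH2 virus are loaded with FluxOr dye for 45 min, and thallium flux is measured in kinetic reads before and after stimulation buffer. Rate constants are normalized to DMSO controls.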
Giardia killer – kills Giardia lamblia; AID 540267; activity change, % at 7.66 µM, hits read low; Giardia lamblia trophozoite viability; actives 0.15% (n = 340,000); in the data active means activity change below about -80%; inconclusive means between about -30% and that limit;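 further: parasites exposed to compound for two days anaerobically before the ATP read; on the % scale 0 is the no-effect control and ±100 the full control effect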
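Trophozoites 100 cells/well + cpd; 48 hrs, 37 deg C, anaerobic. ATPLite 1-Step added, 15-30 min RT, luminescence read (ATP-based viability).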
Coupling enz – inhibits coupling enzyme system, counter-screen for aldolase hits | AID 2472 | actives 0.67% (n = 290,000) | activity change, negative = inhibition, % at 58.2 µM, hits read low | coupling enzyme system counterscreen, AmpLite Red fluorescence; in the data active means activity change below about -30%; further: on the % scale 0 is the no-effect control and ±100 the full control effect
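Coupling enzymes only (glyceraldehyde-3-phosphate) + compound, at 57.5 uM final, 10 min RT; add substrate/coupling/AmpLite Red mix, 20 min RT; fluorescence ex 525/em 598 nm. Actives flag coupling-system interference.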
Tb PFK block – inhibitors of T. brucei phosphofructokinase; O15648; T. brucei PFK, ADP-Glo luminescence; Potency, µM (series often up to 57.5 µM), for inactives: at the highest dose activity, negative = inhibition, hits mostly inhibitors; actives 0.17% (n = 330,000);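 further: potency means the concentration at half of the fitted maximal effect; 0% = uninhibited 1x PFK enzyme wells and -100% = no-enzyme wells; nearly all actives have a fitted effect of over 60% in size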
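ADP-Glo luminescence quantified ADP after 45 min at room temperature, with 1.25 nM T. brucei PFK, 0.1 mM ATP and 0.5 mM fructose-6-phosphate in pH 8.0 TEA buffer. qHTS titrations up to 57 µM; curves classified by quality.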
Chronic BCR inh – chronic active BCR signaling inhibition. ABC-DLBCL IkBa-CBG/CBR reporter, luminescence ratio, 4 h. Potency, µM (series often up to 46.1 µM), without a hit: at the highest dose ratio change, negative = lower green/red ratio, most hits filed as inhibitors. actives 0.05% (n = 340,000); active means well fitted inhibition curve with a large enough effect in the signal ratio, with a control signal flat, not every such curve was filed as active; inconclusive means small, poorly fitted or top-dose-only effect, or effect the other way, or a change in a side signal; the % refers to the signal ratio;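 further: potency means the concentration at half of the fitted maximal effect; plate controls were basal doxycycline-induced cells for no effect and cells given 10 µM MG132 for full effect; MG132 reads +100%, hits lower the ratio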
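Compounds up to 46 uM were incubated four hours with TMD8 cells whose green CBG68 luciferase is fused to IkappaBalpha; red CBR luminescence normalised the signal, and concentration-effect curves were fitted to fusion, red and ratio data.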
Numbers without * were called inactive; [ ] = remark or other dose. Unless noted, the call rests on the fitted dose curve; in most records, active means well fitted curve in the direction sought with a large enough effect; inconclusive means small, poorly fitted or top-dose-only effect, or another doubt; inactive means no such curve, though single readings can be large; an effect the other way counts as inactive or inconclusive.

Start of the listing, in advance (2 entries):
How did CCOC(=O)c1cnc(SCC(=O)Nc2ccc(N3CCOCC3)cc2)nc1N do in these assays?
TSHR antag: 9; CXXC DNA block: 5%; GALK inh: -2%; AT treatment: 2%; Coupling enz: 0; Tb PFK block: -2%; Chronic BCR inh: 24%

Results for CC(=O)N1CCN(c2ccc(NC(=O)c3ccc([N+](=O)[O-])cc3Cl)cc2)CC1 ?
TSHR antag: 3; CXXC DNA block: -2%; GALK inh: -2%; TCR act: 0%; AT treatment: 3%; hERG WT inh: 3; Giardia killer: 24; Coupling enz: -1; Tb PFK block: -1%; Chronic BCR inh: 1%

The list itself (from the top)
How did CCOC(=O)c1cnc(SCC(=O)Nc2ccc(N3CCOCC3)cc2)nc1N do in these assays?
TSHR antag: 9; CXXC DNA block: 5%; GALK inh: -2%; AT treatment: 2%; Coupling enz: 0; Tb PFK block: -2%; Chronic BCR inh: 24%

Results for CC(=O)N1CCN(c2ccc(NC(=O)c3ccc([N+](=O)[O-])cc3Cl)cc2)CC1 ?
TSHR antag: 3; CXXC DNA block: -2%; GALK inh: -2%; TCR act: 0%; AT treatment: 3%; hERG WT inh: 3; Giardia killer: 24; Coupling enz: -1; Tb PFK block: -1%; Chronic BCR inh: 1%

What do the screens show for `O=C(CCc1ccccc1)Nc1cc2c3c(c1)CCC(=O)N3CCC2`?
TSHR antag: -19; TCR act: 3%; AT treatment: 4%; hERG WT inh: 0; Giardia killer: -1; Tb PFK block: -1%; Chronic BCR inh: 4%

Results for Clc1ccc(OCCCn2cncn2)cc1Cl ?
TSHR antag: 12; CXXC DNA block: -2%; GALK inh: 1%; TCR act: 1%; AT treatment: 15%; hERG WT inh: 3; Giardia killer: 3; Coupling enz: 4; Tb PFK block: -4%; Chronic BCR inh: inconclusive

Results for COc1ccc(-c2cc(C(=O)Nc3cc(S(=O)(=O)N4CCOCC4)ccc3N3CCOCC3)c3ccccc3n2)cc1 ?
TSHR antag: -6; CXXC DNA block: -2%; GALK inh: -1%; TCR act: -2%; AT treatment: -2%; hERG WT inh: -4; Giardia killer: 39[activator]; Coupling enz: -1; Tb PFK block: 1%; Chronic BCR inh: inconclusive

How did CCCC(C)NC(=O)Cc1ccc(Br)cc1 (configuration not stated) do in these assays?
TSHR antag: -6; CXXC DNA block: 119%[activator]; GALK inh: 3%; TCR act: -1%[46.1 µM]; AT treatment: 9%; hERG WT inh: -3; Giardia killer: -3; Coupling enz: -1; Tb PFK block: -6%; Chronic BCR inh: 0%

How did CCOC(=O)c1ccccc1NC(=O)COC(=O)C(CC(C)C)NC(N)=O (configuration not stated) do in these assays?
TSHR antag: 8; CXXC DNA block: 5%; GALK inh: -7%; TCR act: -3%; AT treatment: -3%; hERG WT inh: 27; Giardia killer: -10; Coupling enz: 7; Tb PFK block: -4%; Chronic BCR inh: 1%

How did Cc1cccc(CSC2=NCCN2C(=O)c2ccco2)c1 do in these assays?
TSHR antag: -2; CXXC DNA block: -3%; GALK inh: 0%; TCR act: 8%; AT treatment: 5%; hERG WT inh: -3; Giardia killer: -17; Coupling enz: -1; Tb PFK block: 2%; Chronic BCR inh: 7%

Results for O=C(N/N=C/c1cccc(NC(=O)c2ccc(Cl)cc2)c1)c1ccc(O)cc1 ?
TSHR antag: 27; CXXC DNA block: 33%[activator]; GALK inh: -1%; TCR act: 6%; AT treatment: 18%; hERG WT inh: 3; Giardia killer: -10; Coupling enz: -1; Tb PFK block: -22%; Chronic BCR inh: inconclusive

What do the screens show for `COc1ccc(N2CCN(C(=O)COc3ccc4ccccc4c3)CC2)cc1`?
TSHR antag: -4; CXXC DNA block: 19%; GALK inh: 2%; TCR act: -2%; AT treatment: -2%; hERG WT inh: 23; Giardia killer: 6; Coupling enz: -4; Tb PFK block: 0%; Chronic BCR inh: 1%

What do the screens show for `Cc1nc(CN2CCCCC2)cc(=O)[nH]1`?
TSHR antag: 10; CXXC DNA block: 3%; GALK inh: 8%; TCR act: -7%; AT treatment: -4%; hERG WT inh: 15; Giardia killer: 12; Coupling enz: 4; Tb PFK block: 1%; Chronic BCR inh: 6%

How did N#Cc1ccc(COC(=O)Cn2nnc(-c3ccccc3)n2)cc1 do in these assays?
TSHR antag: -12; CXXC DNA block: -10%; GALK inh: 1%; TCR act: -2%[46.1 µM]; AT treatment: 1%; hERG WT inh: -5; Giardia killer: 1; Coupling enz: -1; Tb PFK block: -3%; Chronic BCR inh: -1%

What do the screens show for `Cc1cc(C)nc(NC(=O)CSc2ncccn2)n1`?
TSHR antag: 2; CXXC DNA block: 14%; GALK inh: 2%; AT treatment: 2%[11.5 µM]; Coupling enz: 3; Tb PFK block: 4%; Chronic BCR inh: 6%

How did COc1ccc(OC(C)C(=O)N(C)Cc2nc(-c3cccc(C)c3)no2)cc1 (configuration not stated) do in these assays?
TSHR antag: 2; CXXC DNA block: -1%; GALK inh: 11%; TCR act: -9%; AT treatment: 6%; hERG WT inh: 14; Giardia killer: 3; Coupling enz: 1; Tb PFK block: 1%; Chronic BCR inh: inconclusive

Results for COc1ccc(S(=O)(=O)Nc2ccccc2C(=O)N2CCCC2)cc1C ?
TSHR antag: -2; CXXC DNA block: -3%; GALK inh: 7%; TCR act: 1%; AT treatment: 2%; hERG WT inh: -10; Giardia killer: inconclusive; Coupling enz: 1; Tb PFK block: 5%; Chronic BCR inh: -19%

What do the screens show for `O=C(NCc1ccccc1)C1CCN(S(=O)(=O)c2ccc(Cl)cc2)CC1`?
TSHR antag: 5; CXXC DNA block: -8%; GALK inh: -3%; TCR act: 3%; AT treatment: 0%; hERG WT inh: 1; Giardia killer: -11; Coupling enz: -1; Tb PFK block: -6%; Chronic BCR inh: 4%

Results for Cc1oc(C(C)(C)C)cc1C(=O)NC1CCN(Cc2ccccc2)CC1 ?
TSHR antag: 11; CXXC DNA block: 1%; TCR act: -2%; AT treatment: 1%; hERG WT inh: -2; Giardia killer: -16; Coupling enz: 5; Tb PFK block: -1%; Chronic BCR inh: -18%

Results for CCC(C)N(CCNC(=O)c1ccc(NC2=NC3CS(=O)(=O)CC3S2)cc1)Cc1ccco1 (configuration not stated) ?
TSHR antag: 16; CXXC DNA block: 10%; TCR act: 5%; AT treatment: -10%; hERG WT inh: 6; Giardia killer: -1; Coupling enz: 1; Tb PFK block: -1%; Chronic BCR inh: 8%

What do the screens show for `O=C(NC(=S)Nc1nc(-c2cccc3ccccc23)cs1)c1cc2ccccc2o1`?
TSHR antag: 13; CXXC DNA block: 7%; GALK inh: 0%; TCR act: 1%[46.1 µM]; AT treatment: 4%; hERG WT inh: -13; Giardia killer: -11; Coupling enz: 1; Tb PFK block: -1%; Chronic BCR inh: inconclusive

How did CCCC(NC(=O)C(C)NC(=O)CO/N=C1\C=C2CCC3C4CCC(C(C)=O)[C@@]4(C)CCC3[C@@]2(C)CC1)C(=O)O (some centres not stated) do in these assays?
TSHR antag: -11; CXXC DNA block: 3%; GALK inh: -3%; TCR act: -6%; AT treatment: 13%; hERG WT inh: 7; Giardia killer: 19; Coupling enz: 13; Tb PFK block: 0%; Chronic BCR inh: -10%

What do the screens show for `O=c1c(F)cn(C2CCCO2)c(=O)n1Cc1ccc(Cl)cc1` (configuration not stated)?
TSHR antag: 1; CXXC DNA block: 8%; GALK inh: 8%; TCR act: -3%; AT treatment: -4%; hERG WT inh: -6; Giardia killer: -16; Coupling enz: 3; Tb PFK block: 2%; Chronic BCR inh: -1%

How did O=C(CCNS(=O)(=O)c1ccccc1)NNC(=O)C1COc2ccccc2O1 (configuration not stated) do in these assays?
TSHR antag: 5; TCR act: 5%; AT treatment: -3%; hERG WT inh: 0; Giardia killer: -5; Tb PFK block: 19%; Chronic BCR inh: -1%

How did O=C(O)CCn1ncc2ccccc2c1=O do in these assays?
TSHR antag: 2; CXXC DNA block: 9%; GALK inh: -4%; TCR act: -1%; AT treatment: 4%; hERG WT inh: 1; Giardia killer: 4; Coupling enz: 1; Tb PFK block: 4%; Chronic BCR inh: -1%

What do the screens show for `O=C(c1cc2ccccn2n1)N1CCN(c2ccccn2)CC1`?
TSHR antag: 6; CXXC DNA block: -4%; GALK inh: 3%; TCR act: -4%; AT treatment: 3%; hERG WT inh: -1; Giardia killer: -9; Coupling enz: 3; Tb PFK block: -3%; Chronic BCR inh: 4%

What do the screens show for `Fc1cccc(CSc2ncnc3c2oc2ccccc23)c1`?
TSHR antag: -1; CXXC DNA block: 8%; GALK inh: 4%; TCR act: 1%; AT treatment: 7%; hERG WT inh: 11; Giardia killer: 3; Coupling enz: 3; Tb PFK block: 2%; Chronic BCR inh: 2%

How did CC(C)(C)Nc1ncnc2sc(-c3ccccc3)cc12 do in these assays?
TSHR antag: -33; CXXC DNA block: 0%; GALK inh: 2%; TCR act: -1%; AT treatment: 1%; hERG WT inh: 0; Giardia killer: 8; Coupling enz: 0; Tb PFK block: -1%; Chronic BCR inh: -11%
